Source: PubChem BioAssay (several laboratories)
TLR9-MyD88 inh: inhibitors of human TLR9-MyD88 binding; 340,000 tested, 0.21% active; AID 504734; Q9NR96+Q99836; CHO BLA complementation TLR9-MyD88, CCF4 FRET ratio; inhibition, % at 4.98 µM;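 active = inhibition above the mean over all tested compounds plus 3 SD, cut at about 21% in these data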;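 also: 0% = DMSO only wells and 100% = clavulanate BLA inhibitor control wells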
ABHD5 PLIN5 PPI: blocks binding of human ABHD5 to perilipin-5. Q00G26+Q8WTS1. Split G. princeps luciferase complementation, luminescence, 4 h. inhibition, % at 4 µM. 360,000 tested, 0.78% active. AID 602281;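 active = inhibition above the mean inhibition across every tested compound plus 3 SD, cut at about 22% in these data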;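 also: 0% = DMSO only wells and the 100% control is not disclosed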
Target sequence (Q00G26 whole entry, looked up): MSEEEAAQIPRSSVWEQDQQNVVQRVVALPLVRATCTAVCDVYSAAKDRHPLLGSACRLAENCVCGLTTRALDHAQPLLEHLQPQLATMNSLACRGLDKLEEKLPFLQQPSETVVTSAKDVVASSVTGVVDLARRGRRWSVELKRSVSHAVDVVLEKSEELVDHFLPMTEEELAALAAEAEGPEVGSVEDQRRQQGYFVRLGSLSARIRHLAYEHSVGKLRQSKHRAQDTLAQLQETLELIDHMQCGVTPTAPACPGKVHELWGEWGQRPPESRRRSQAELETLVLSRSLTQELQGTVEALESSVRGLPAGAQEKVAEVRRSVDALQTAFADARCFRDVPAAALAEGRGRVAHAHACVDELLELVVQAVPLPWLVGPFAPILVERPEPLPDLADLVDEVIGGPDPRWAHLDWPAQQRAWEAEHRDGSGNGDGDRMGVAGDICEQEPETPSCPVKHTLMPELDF
Target sequence (Q8WTS1 whole entry, looked up): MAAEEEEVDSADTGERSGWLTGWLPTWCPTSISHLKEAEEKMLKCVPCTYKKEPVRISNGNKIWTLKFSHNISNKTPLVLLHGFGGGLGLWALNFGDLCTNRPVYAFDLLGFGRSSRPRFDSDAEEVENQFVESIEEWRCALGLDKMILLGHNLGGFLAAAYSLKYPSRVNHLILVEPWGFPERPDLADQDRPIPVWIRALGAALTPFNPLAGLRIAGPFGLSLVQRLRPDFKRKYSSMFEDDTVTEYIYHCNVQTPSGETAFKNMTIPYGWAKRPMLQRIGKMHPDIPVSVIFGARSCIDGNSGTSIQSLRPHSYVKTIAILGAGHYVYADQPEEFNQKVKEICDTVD
MC4R antagonist: blocks human MC4R cAMP signaling | inhibition, % at 6.5 µM | 360,000 tested, 0.48% active | P32245 | MC4R-expressing cells, MTII-stimulated cAMP, LANCE TR-FRET | AID 540295;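 active = inhibition above its plate's cutoff, the mean of tested wells on that plate plus 3 SD, cut at about 29% in these data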;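 also: 0% = Melanotan II alone and 100% = Melanotan II plus saturating MCL0020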
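material = U2OS cells stably expressing human melanocortin 4 receptor (MC4R) | also added = Melanotan II challenge | dosing = single nominal compound dose of 6.5 µM | detection = TR-FRET with Eu-cAMP and labeled anti-cAMP, 671 nm | replication = singlicate | timing = compound 30 min, challenge 1 h, detection 1 h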
HTR2A ag: activates the mouse 5-HT2A serotonin receptor; CHO-K1 mHTR2A beta-arrestin complementation, luminescence; percent of 30 µM serotonin response; activation, % at 7.6 µM; AID 624169; 360,000 tested, 0.66% active;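 active = activation above a run cutoff, the mean activation of all tested compounds plus 3 SD, cut at about 14% in these data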;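 also: 0% = plate median of compound wells and 100% = 30 µM serotonin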
Cardio protect: modulators protecting cardiomyocytes from myocardial damage; AID 588492; 360,000 tested, 0.63% active; protection from H2O2 cell death, % at 20 µM; H9c2 cardiomyocytes, H2O2 injury protection, ATPLite, 2 h;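 active = compounds giving at least 50% protection of heart cells from peroxide-induced death in the single-dose screen, raw or plate-pattern-corrected value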;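 also: 0% = DMSO wells with peroxide and 100% = DMSO wells without peroxide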
ABCB6 inh 2: human ABCB6 transporter inhibition. Q9NP58. K562-ABCB6 porphyrin accumulation, flow cytometry, 1 h; active compounds read low. fluorescence ratio to DMSO, % at 10 µM. 360,000 tested, 0.19% active. AID 602162;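 active = fluorescence ratio to DMSO below 75%, the collection mean minus 3 SD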;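 also: signal is porphyrin accumulated inside mitochondria; 100% equals median channel fluorescence of DMSO control wells; lower ratio means ABCB6 inhibition with less porphyrin fluorescence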
MC4R barr agon: agonists of human melanocortin 4 receptor (MC4R) beta-arrestin. P32245. U2OS MC4R beta-arrestin complementation, luminescence; percent of melanotan II response, DMSO zero. activation, % at 8.9 µM. 360,000 tested, 0.98% active;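 active = activation above a per-plate cutoff, the mean activation of sample wells on that plate plus 3 SD, cut at about 8% in these data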
NOD2-RIPK2 inh: blocks binding of human NOD2 to RIPK2; inhibition, % at 4.98 µM; 360,000 tested, 0.38% active; O43353; CHO BLA complementation NOD2-RIPK2, CCF4 ratio; AID 624267; in the data active = inhibition above about 21%;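 also: 0% = vehicle only and 100% = reference blocker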
N-glyco inh: blocks N-linked glycosylation in D54 reporter cells; D54 ERlucT glycosylation luciferase reporter, 24 h; percent of 100 nM tunicamycin response; 360,000 tested, 0.23% active; reporter increase, % at 12.5 µM;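 active = mean luciferase reporter signal, scaled so untreated is 0 and the glycosylation-blocking control 100, at or above a set limit in every replicate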;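 also: luciferase carries N-glycosylation sites so blocking glycosylation raises the light; 0% = median of neutral control wells and 100% = median of 100 nM tunicamycin wells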
SRC2 inh: human SRC2 (NCOA2) inhibition | HEK293 GAL4-SRC2 luciferase reporter, luminescence | inhibition, % at 9 µM | 370,000 tested, 0.17% active;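 active = inhibition above the mean inhibition of all tested compounds plus 3 SD, set per campaign, cut at about 52% in these data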;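 also: 0% = DMSO treated cells and 100% = cells given Gossypol at 36 µM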
The depositor's hits bear a star; . = no result given.

SMILES	TLR9-MyD88 inh	ABHD5 PLIN5 PPI	MC4R antagonist	HTR2A ag	Cardio protect	ABCB6 inh 2	MC4R barr agon	NOD2-RIPK2 inh	N-glyco inh	SRC2 inh
CCOC(=O)c1c(CN(C)C)oc2cc(CN(C)C)c(O)c(CSc3ccccc3)c12	3	4	1	-7	23	105	1.2	-5	-4	-2
COc1cc(CN2CCN(Cc3cn(C)c4ccccc34)CC2CCO)cc(OC)c1 (configuration not stated)	-4	1	9	2	10	96	0.4	1	0	-13
CCOC(=O)Cc1nnc(NC(=O)CSc2nc3ccccc3[nH]2)s1	-5	-2	5	2	15	87	2.0	-10	2	-15
C/C(=N\NC(=O)CCn1nc(C)cc1C)C(C)(C)C	0	-4	0	1	3	87	-1.7	-5	2	11
Cc1ccc2cc3cc(C(=O)N4CCN(Cc5ccccc5)CC4)sc3nc2c1	2	-6	-1	-5	-5	99	-2.8	15	0	-17
COc1ccc([N+](=O)[O-])cc1NC(=O)CSc1nc(C)c(C)c(C)n1	-11	5	2	4	0	100	-2.6	-11	-5	6
CC(=O)Nc1ccc(C(=O)NCCCOC(C)C)cc1	-12	-5	18	-1	7	96	2.1	4	1	-29
CC(C)N(CCNC(=O)COc1ccc2oc3c(c2c1)CCCC3)C(C)C	3	2	2	-4	5	100	-2.0	-9	-3	-2
Cc1cc(=O)oc(C)c1C(=O)NCC(C)NC(=O)c1c(C)cc(=O)oc1C (configuration not stated)	-13	-2	5	2	8	118	0.9	-3	5	4
CC(C)OC(=O)Cn1c(=O)oc2ccccc21	-1	-11	3	4	13	102	0.6	-2	1	.
O=C(CCCSc1nc2sc3c(c2c(=O)[nH]1)CCC3)NCCO	4	-3	4	-3	88*	97	-0.7	13	2	-19
Cc1nn(CC#N)c(=O)n1-c1ccc(Cl)cc1	1	-7	0	3	-5	90	2.4	0	1	13
CCOC(=O)CN(C)C(=O)CCc1nnc(-c2ccc(-c3ccccc3)cc2)o1	-1	5	3	-5	2	95	-1.3	3	0	43
COC(=O)c1cc(OC)c(OC)cc1NC(=O)c1ccc(OC)cc1	-8	0	6	5	7	91	0.0	-11	0	-2
CN(C)c1ccc(S(=O)(=O)c2ccc(Cl)cc2)cc1	-4	6	-5	0	-14	98	8.3*	-4	-1	5
O=C(CSc1ccc(-c2cccc([N+](=O)[O-])c2)nn1)N1CCCC1	-7	2	3	-2	-1	103	-0.7	8	2	-4
CC1CCCC(NC(=O)COC(=O)CCC(=O)c2ccc(F)cc2)C1C (configuration not stated)	3	2	2	-2	8	98	-0.9	6	1	17
COC(=O)Cn1c(C(=O)N2CCCC2)cc2c1C[C@H]1CN(C(=O)c3ccccc3)[C@@](Cc3ccc(F)cc3)(C(=O)OC)[C@@H]21	-4	-5	5	0	3	103	1.6	7	0	24
CC(=O)Nc1ccc2c(c1)CCCC2	7	6	18	1	-2	102	3.1	4	3	-7
CCCOc1cc(N)ccc1C(=O)OCCN(CC)CC	-5	-7	9	-1	-3	100	0.6	-12	-2	-7
Cc1cc(C)c(NC(=S)N2CCCC2C(=O)O)c(C)c1 (configuration not stated)	5	0	23	0	-2	99	1.0	-5	1	10
O=C1c2ccccc2C(=O)N1/N=C/c1ccc(Oc2ccc([N+](=O)[O-])cn2)cc1	7	2	3	0	-2	89	4.1	-1	1	-10
COC(=O)CN(c1ccccc1C)S(C)(=O)=O	-8	7	-3	0	1	98	0.6	-9	0	3
COc1ccc(Cl)cc1NC(=O)C(C)N1CCN(C/C=C/c2ccccc2)CC1 (configuration not stated)	-2	10	13	-10	-13	97	-0.2	-1	-4	-12
CN(C)S(=O)(=O)c1cccc(CNCC2COc3ccccc3O2)c1 (configuration not stated)	-5	6	19	0	0	98	1.1	-10	2	18
C=C1CC2C(=O)N(Cc3cc(OC)ccc3OC)C(C(=O)OCC)(C(=O)OCC)C1N2C(=O)OC(C)(C)C (configuration not stated)	-8	-3	15	-3	1	99	0.3	2	-2	-4
O=S(=O)(Nc1ccc(Cl)cc1)c1ccc(N2CCOCC2)c(NC(=S)NC2CC2)c1	1	-4	3	3	-12	96	-2.9	5	0	12
COc1ccc(C(=O)NNC(=O)c2ccc3ccccc3n2)cc1	-14	7	-4	-6	52*	97	-3.8	1	2	0
CC1(c2nnc(-c3cccc(Cl)c3)o2)CC(c2ccc(C#N)cc2)=NO1 (configuration not stated)	6	-2	1	1	-5	99	2.4	-1	-1	-9
Cc1ccccc1NC(=O)c1ccccc1NC(=O)CCC(=O)O	2	-1	9	7	2	104	1.7	-2	0	21
Cc1ccc(CNCC2CCCO2)s1 (configuration not stated)	-3	0	4	2	3	89	-1.7	-3	1	-3
Cc1cc(C)nc(NS(=O)(=O)c2ccc(NC(=O)CCC3COc4ccccc4O3)cc2)n1 (configuration not stated)	-7	2	19	-3	-2	100	-0.5	-22	2	-9
COCCn1c(SCC(=O)NCC2CCCO2)nc2c(c1=O)SCC2 (configuration not stated)	3	-5	8	2	-1	102	0.4	0	3	3
O=C(COc1ccccc1Cl)Nc1ccccc1C(=O)Nc1cccc(C(=O)O)c1	10	-12	6	-1	-8	100	-2.8	2	1	-24
Cc1ccccc1OCC(=O)OCC(=O)c1ccc(OCc2ccccc2)cc1	-2	-2	12	3	0	100	-1.9	0	2	-45
COc1ccc(OC)c(/C=C(\C)C(=O)c2c(C)cc(C)[nH]c2=O)c1	-1	-5	11	2	5	90	-0.4	4	-3	10
COc1cc(C(=O)Nc2scc(-c3ccccc3)c2C(=O)O)cc(OC)c1OC	-11	-4	0	0	0	98	-0.6	-5	2	17
COc1ccc(-n2c(-c3ccccc3)nnc2-c2ccc(Cl)cc2)cc1	2	9	-5	3	6	97	0.4	-10	1	-31
COCCn1cc(C(=O)c2ccccc2OCC(=O)Nc2cc(C)on2)cc(C#N)c1=O	-9	-4	5	-3	1	107	-2.6	3	3	2
COc1ccccc1-n1c(CNC(=O)c2cccc([N+](=O)[O-])c2C)n[nH]c1=S	-4	-1	9	3	-5	117	-0.3	0	3	-20
O=C(NCc1nnc(SCC(=O)N2CCOCC2)o1)c1c(F)cccc1F	-7	1	-3	0	6	100	-3.6	-5	-2	5
CN(C(=O)c1ccc(NC(=O)Cc2cccc(NC(=O)C3CCCN(C(=O)C4CCCC4)C3)c2)cc1)C1CC1 (configuration not stated)	-8	-3	1	-3	-14	99	-2.7	-7	-1	-25
CCCN(C(=O)CCl)C1=CCCCC1	1	0	4	-2	4	99	-0.5	-6	1	20
CCOc1ccc(CC2CCC(=O)NC2=O)cc1 (configuration not stated)	5	-2	-1	-2	1	97	-1.0	-2	0	-33
C=CCC1NS(=O)(=O)OC2CCCC12 (configuration not stated)	-3	-22	12	11	8	89	1.3	-4	1	3

In a second layout: 2 of the compounds above.
Cc1ccc(CNCC2CCCO2)s1 (configuration not stated)
  TLR9-MyD88 inh: -3
  ABHD5 PLIN5 PPI: 0
  MC4R antagonist: 4
  HTR2A ag: 2
  Cardio protect: 3
  ABCB6 inh 2: 89
  MC4R barr agon: -1.7
  NOD2-RIPK2 inh: -3
  N-glyco inh: 1
  SRC2 inh: -3
COCCn1c(SCC(=O)NCC2CCCO2)nc2c(c1=O)SCC2 (configuration not stated)
  TLR9-MyD88 inh: 3
  ABHD5 PLIN5 PPI: -5
  MC4R antagonist: 8
  HTR2A ag: 2
  Cardio protect: -1
  ABCB6 inh 2: 102
  MC4R barr agon: 0.4
  NOD2-RIPK2 inh: 0
  N-glyco inh: 3
  SRC2 inh: 3

New compounds follow
SMILES	TLR9-MyD88 inh	ABHD5 PLIN5 PPI	MC4R antagonist	HTR2A ag	Cardio protect	ABCB6 inh 2	MC4R barr agon	NOD2-RIPK2 inh	N-glyco inh	SRC2 inh
CCC(C(=O)O)n1nnc(-c2ccc(-c3ccc(OC)cc3)cc2)n1 (configuration not stated)	0	0	8	4	-1	103	-0.2	1	-1	-16
COC(=O)[C@@H](NC(=O)Nc1ccc2c(c1)OCCO2)C(C)C	-4	0	2	-1	-7	88	-1.2	-5	3	-6
Cc1ccc2oc(C(=O)NCc3ncc(C)[nH]3)c(C)c2c1	-3	1	-1	-9	-1	94	-4.3	-4	29*	-17
Cc1c(C(=O)NCc2ccccn2)sc(=O)n1Cc1ccc(-c2ccccc2)cc1	.	-6	13	25*	-2	101	2.8	-93	-1	9
Cc1c(C(=O)NC2CCCc3ccccc32)oc2ccc(S(=O)(=O)N3CCOCC3)cc12 (configuration not stated)	-2	-1	12	-2	3	94	-1.2	1	1	-26
COc1ccc(NC(=O)COC(=O)c2c3c(nc4ccccc24)CCCC3)cc1	-5	3	8	-3	14	87	-2.0	-1	-1	-40
CCOC(=O)[C@]12CCC=C1N(CCC1=CCCCC1)C(=O)[C@H](CC(=O)N1CCN(C(=O)c3ccco3)CC1)C2	.	9	.	3	.	96	.	-2	.	-24
CCCn1cc(S(=O)(=O)CC(=O)NC2CCCCC2)c2ccccc21	0	11	2	2	0	100	0.2	-4	-1	-4
O=S(=O)(Nc1nc(SCc2ccc(Cl)cc2)n[nH]1)c1ccc(F)cc1	.	7	8	-6	-6	116	0.6	0	-2	12
CCCCNC(=O)CC(C(=O)N1CCc2ccccc21)n1ccnc1 (configuration not stated)	-2	15	-5	0	20	92	5.7	-14	2	-19
CC1(C)Cc2ccccc2-c2nc(CN3CCOCC3)[nH]c(=O)c21	-8	3	10	-2	7	100	2.7	2	2	17
O=C(CN1C(=O)c2ccc([N+](=O)[O-])cc2C1=O)NCc1ccco1	5	1	-1	-1	9	98	-1.9	-6	0	-8
CCOC(=O)C1CCN(S(=O)(=O)c2ccc(Cl)s2)CC1	1	-4	3	2	-2	68*	0.3	-3	0	-11
CC(Oc1ccc(Cl)cc1Cl)C(=O)NC1CCSC1=O (configuration not stated)	-10	-4	12	2	2	95	-0.5	-9	-1	0
Cn1sc(NC(=O)c2ccc(Cl)cc2)nc1=O	-7	-6	5	-3	-14	103	-1.8	0	-1	-40
CCC1=C(c2ccc(C)cc2)S(=O)(=O)N=C1N1CCC(C(=O)NCCCN2CCCCC2C)CC1 (configuration not stated)	11	-5	-4	-8	2	110	-3.4	2	-1	15
COc1cccc(OC)c1C(=O)N1CCN(Cc2ccccc2C)CC1	-3	-2	4	0	6	98	-1.1	8	-5	-6
CC1CCc2c(sc(NC(=O)COC(=O)c3ccc(NC(=O)CC#N)cc3)c2C#N)C1 (configuration not stated)	3	-3	3	6	-4	92	-1.1	-7	1	4
C#CCOC(=O)/C(=C/C=C/c1ccccc1)NC(=O)c1ccccc1	7	-1	11	-5	-5	99	-1.7	3	-2	4
O=C(Nc1ccc(Cl)c(Cl)c1)OCc1cnc(Cl)s1	6	2	-10	4	-27	97	7.0	-54	-5	-2
CC(Sc1nnc(-c2cccs2)n1N)C(=O)NCC1CCCO1 (configuration not stated)	-7	1	-1	0	8	102	-2.7	-1	2	-7
CN(C)C(=O)CCc1ccc2c3c([nH]c2c1)[C@]1(CCC2CCCC2)[C@@H](C(=O)N2CCOCC2)C[C@H](CC(=O)NCCC2=CCCCC2)C(=O)N1CC3	0	-1	13	0	-7	102	-2.7	8	3	12

A portion of the library; rates above refer to the full screens.
